Bioassay records (PubChem BioAssay)
ERb SRC1 inh: ER-beta (human) coactivator binding inhibition; Q92731; TR-FRET ER-beta LBD / SRC1-Cy5 peptide binding; receptor agonist-loaded with 1 µM estradiol; inhibition, % at 25.6 µM; hit rate 1.3% among 86,000;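 active means compounds whose percent inhibition of the receptor-coactivator binding signal exceeds about 50% in the single-dose screen, limit read from the data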;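 further: 0% = receptor plus peptide wells without compound and 100% = peptide-only wells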
Mac1 fbg enh: CD11b/CD18-fibrinogen binding enhancement; activation, % at 10 µM; hit rate 0.07% among 93,000; P05107+P11215; K562 CD11b/CD18 adhesion to fibrinogen, ATPlite luminescence;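 active means 10 µM primary screen giving 50% or more activity, confirmed by 40% or more on retest at that dose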; further: strong numbers were not always called active; reference of the scale not given here
Target sequence (P05107 whole entry, looked up, other chains not shown): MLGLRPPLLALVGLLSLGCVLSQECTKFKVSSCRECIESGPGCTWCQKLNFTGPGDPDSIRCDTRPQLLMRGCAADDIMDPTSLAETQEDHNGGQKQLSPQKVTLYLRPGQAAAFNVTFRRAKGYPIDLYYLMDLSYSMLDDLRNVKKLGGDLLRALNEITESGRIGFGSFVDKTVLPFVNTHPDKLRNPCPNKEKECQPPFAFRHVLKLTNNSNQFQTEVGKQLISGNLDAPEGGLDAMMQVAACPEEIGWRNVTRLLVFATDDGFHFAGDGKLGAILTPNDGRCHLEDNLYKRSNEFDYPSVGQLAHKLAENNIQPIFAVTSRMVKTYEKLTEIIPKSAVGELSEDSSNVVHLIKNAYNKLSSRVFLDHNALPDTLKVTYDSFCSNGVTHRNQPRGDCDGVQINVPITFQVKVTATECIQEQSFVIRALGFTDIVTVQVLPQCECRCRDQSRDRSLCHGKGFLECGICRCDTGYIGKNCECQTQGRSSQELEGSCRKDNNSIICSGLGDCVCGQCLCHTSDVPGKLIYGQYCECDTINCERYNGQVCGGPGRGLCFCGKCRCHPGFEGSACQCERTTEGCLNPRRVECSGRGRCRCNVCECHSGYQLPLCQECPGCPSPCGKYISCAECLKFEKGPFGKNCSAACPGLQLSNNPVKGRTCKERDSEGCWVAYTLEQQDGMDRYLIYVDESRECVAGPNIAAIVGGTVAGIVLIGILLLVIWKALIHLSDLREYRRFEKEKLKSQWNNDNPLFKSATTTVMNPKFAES
ERa coact inh: ER-alpha (human) coactivator binding inhibition | hit rate 1.7% among 86,000 | TR-FRET ER-alpha LBD / SRC-1 peptide, estradiol-bound | inhibition, % at 25.6 µM | P03372; in the data active means inhibition above about 50%;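 further: 0% = receptor plus peptide control and 100% = peptide only without receptor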
Ecoli WT expand: E. coli BW25113 growth inhibition, expanded screen; hit rate 0.15% among 98,000; growth inhibition, % at 100 µM; OD600 absorbance;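 active means growth inhibition above about 50% at one test dose, limit read from the data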;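 further: growth measured after 20 h incubation at 37 °C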
PLAP activator: human PLAP activation | hit rate 1.2% among 96,000 | activation fold at 20 µM | P05187 | purified PLAP enzyme, luminescent substrate read-out; stronger effect = higher value; in the data active means activation fold above about 2
ERa SRC1 pot: enhances coactivator binding to human estrogen receptor alpha; TR-FRET ERalpha-LBD/SRC-Cy5 coactivator binding, 2 h; 100 = basal binding, no effect; hit rate 1.3% among 86,000; coactivator binding (% of control), % at 25.6 µM; in the data active means activity above about 200%;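 further: binding measured in presence of low estradiol as agonist stimulus; 0% = peptide alone without receptor and 100% = receptor with peptide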
MT1-MMP txn act: MT1-MMP promoter transcription activation; HT1080 MT1-MMP promoter luciferase reporter, luminescence, overnight; stronger effect = higher value; activation factor at 10 µM; hit rate 0.16% among 86,000;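 active means activation factor of at least 2 for MT1-MMP transcription at 10 µM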
Mac1 fbg inh: inhibitors of human CD11b/CD18 binding to fibrinogen; hit rate 0.54% among 93,000; K562 CD11b/CD18 adhesion to fibrinogen, ATPlite luminescence; Mn2+ added to activate the integrin; AID 1497; P05107+P11215; inhibition, % at 10 µM;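 active means primary inhibition of 50% or more at 10 µM, then 40% or more on retest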; further: some results filed as inactive read as strong as hits
FAK inh: inhibitors of human focal adhesion kinase | biochemical FAK kinase activity assay | inhibition, %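 (tested at 7 µM)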 | hit rate 0.84% among 97,000; in the data active means inhibition above about 19%;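 further: 0% = DMSO and 100% = reference compound high control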
Starred values were filed as active, the others as inactive; nt = no result given; [ ] = remark or other dose. Outcome played no part in choosing rows; overall some 5.1% were active at least once.

smiles	FAK inh	Mac1 fbg inh	ERb SRC1 inh	PLAP activator	ERa SRC1 pot	ERa coact inh	Ecoli WT expand	Mac1 fbg enh	MT1-MMP txn act
S=C(NCCC1=CCCCC1)Nc1ccccc1	8	-12	nt	1	nt	nt	1	-3	nt
COCCNC(=O)C(c1ccc(C)o1)N(Cc1ccccc1)C(=O)Cn1nnc2ccccc21 (stereo unspecified)	3	14	-1	1.4	106[fluorescence artefact?]	-7	3	-2	1
CCCc1nnc(SCC(=O)Nc2ccc(OC)cc2)n1N	-3	9	11	1	116	-3	6	0	1.1
COc1cccc(/C=N/NC(=O)CC(=O)NCCc2ccc(OC)c(OC)c2)c1	-2	-12	nt	1	nt	nt	3	0	nt
Cc1ccc(C(=O)CSc2nc(C)cc(C)c2C(N)=O)cc1	-3	-4	nt	0.9	nt	nt	4	2	nt
CC(=O)OC1CC(C)(C)N(OC(=O)c2ccc(N)cc2)C(C)(C)C1	4	-6	20	1	54[fluorescence artefact?]	61*	4	6	1
Cc1nc2ccccn2c1-c1nnco1	1	-1	1	0.8	92	0	7	-5	1.1
Brc1ccc(CSc2nnc(-c3ccccn3)n2Cc2ccco2)cc1	4	18	-3	1.3	81	-5	-10	-4	0.6
O=C(NCc1ccccc1)c1c(O)c2cccc3c2n(c1=O)CCC3	-3	8	-4	1.5	106	-1	-13	-1	1.1
COC(=O)c1sccc1NC(=O)CN1CCN(c2ccc(F)cc2)CC1	nt	1	-1	1.7	104	-16	-34	-1	1
CCOC(=O)C1=CN(C)C=C(C(=O)OCC)C1c1ccsc1	5	-10	nt	1.2	nt	nt	6	3	0.9
COc1cc(OC)cc(-c2nnc(SCc3cccnc3)o2)c1	0	7	10[fluorescence artefact?]	1	99	12	-12	-3	1.3
O=C(CSc1nc2ccccc2o1)Nc1nc2ccc(Br)cc2s1	2	36	nt	1.2	nt	nt	-7	34	nt
COc1cc(N2C(=O)CSC23C(=O)Nc2ccccc23)cc(OC)c1OC (stereo unspecified)	1	0	2	1.4	106	15	-4	-5	1.3
CC(=O)c1c(C)[nH]c(C(=O)OCc2nnc(-c3ccccc3)o2)c1C	-2	-22	4	0.9	129	1	-6	4	1
CSc1ccc(S(=O)(=O)NCc2ccc(Cl)cc2Cl)cc1	-1	-9	-14	0.8	82[fluorescence artefact?]	5	-7	-2	0.9
COc1cc2c(=O)n(CC3CCCO3)c(=O)n(CC(=O)Nc3ccc(F)cc3F)c2cc1OC (stereo unspecified)	nt	-15	-4	1.3	122	0	0	-2	1
O=S1(=O)CCC(N=Cc2cc(Br)ccc2O)C1 (stereo unspecified)	0	-17	2	1	94	-2	19	-5	1
COC(=O)c1cc(Br)c(=O)n(Cc2cccnc2)c1	1	-25	-1[fluorescence artefact?]	0.9	120	3[fluorescence artefact?]	1	-6	1.2
CCC(C)c1ccc(O)c(/C=N/O)c1 (stereo unspecified)	0	1	-3	1	97	-3	7	0	nt
O=C(O)Cn1c(C(F)(F)F)nc2ccccc21	0	-3	26	0.9	102	17	-2	-7	1.1
COc1ccc(CCNC(=O)CN2CCOc3ccccc32)cc1OC	nt	nt	2	nt	110	-1	nt	nt	1.1
COc1nc(OC)nc(N2CCCCCC2)n1	1	nt	-14	nt	109	-18	nt	nt	1.1
O=C(NCC1c2ccccc2CCN1C(=O)CN1CCOCC1)C1CCCCC1 (stereo unspecified)	-3	-15	1[fluorescence artefact?]	1.2	111	6[fluorescence artefact?]	1	-1	1.2
c1ccc2oc(-c3ccc(Nc4nc(N5CCCCC5)nc(N5CCOCC5)n4)cc3)nc2c1	3	0	28[fluorescence artefact?]	1.1	93[fluorescence artefact?]	20	-1	-1	1.1
CCOC(=O)C1=C(CSc2nccn2C)NC(=O)NC1c1ccc2c(c1)OCO2 (stereo unspecified)	4	1	6	1.1	102	-9	6	-1	1
CCOc1ccc2nc(SCc3ccc(C(=O)OC)o3)[nH]c2c1	-2	-15	nt	2.2*	nt	nt	11	2	1.1
Cc1cc(C)cc(N(CC(=O)Nc2c(C)n(C)n(-c3ccccc3)c2=O)S(C)(=O)=O)c1	0	-13	-5	1	125	-10	5	-2	1
COc1cc(Nc2cc(C)nc3ncnn23)cc(OC)c1	nt	5	-5	1.6	125	-6	8	-2	1.1
Cc1cccc(OCc2nc(-c3nonc3N)no2)c1C	nt	12	-3	1.1	160	8	1	-3	1.4
CCc1nnc(NC(=O)c2ccc(S(=O)(=O)N(CC)CC)cc2)s1	3	nt	-5	nt	90[fluorescence artefact?]	-15	-14	nt	1.1
N/C(=N\OC(=O)c1cc(Cl)ccc1Cl)c1cccnc1	1	0	-9	1.1	92	-5	5	-4	1.8
COc1ccc(C2c3c(oc4ccc(C)cc4c3=O)C(=O)N2c2cc(C)ccn2)cc1OC (stereo unspecified)	2	8	-4	1.4	121	-1	-10	2	1.1
CCn1c(=O)cc(O)c2c(=O)n(C)c(=O)n(C)c21	8	5	-11	1.1	104	-9	7	-4	1.2
CCC(CC)C(=O)Nc1ccc(C)c(O)c1	0	3	nt	1	nt	nt	6	-3	nt
CCSc1nnc(NC(=O)c2ccc(C)cc2)s1	-1	3	2	1.2	96	21	-5	-6	0.6
COc1ccc(NC(=O)C2CCCCN2CC(=O)OCc2ccccc2)cc1OC (stereo unspecified)	2	-15	-3	1.7	107	-1	8	-6	1
COCCNS(=O)(=O)c1ccc(F)c(OC)c1	1	5	2	1.1	115	1	-8	-3	1.1
COc1ccccc1N1CC(O)=C(c2nc3ccccc3s2)C1=N	1	12	-3[fluorescence artefact?]	1.5	88[fluorescence artefact?]	-9[fluorescence artefact?]	-3	-1	1.2
CCOCCCNS(=O)(=O)c1ccc(OC)c(Cl)c1Cl	0	nt	-8	nt	110	-11	nt	nt	1.1
N#CC1=C(N)Oc2n[nH]c(-c3ccccn3)c2C1c1c(F)cccc1Cl (stereo unspecified)	3	-39	-9	1	108[fluorescence artefact?]	6	-5	0	1.1
Cc1cc(NC(=O)CSc2nc3c(c(=O)n2-c2ccc(Br)cc2)SCC3)no1	0	nt	29	nt	126	60*[fluorescence artefact?]	nt	nt	1.1
CCOc1ccc(NC(=O)CN2CCN(CC(=O)Nc3ccc(Cl)c(C(F)(F)F)c3)CC2)cc1	-1	-7	-5	1.7	89	1[fluorescence artefact?]	-1	3	1.1
COC(=O)CSc1nc2ccccc2n1CC(=O)N(C(C)C)C(C)C	nt	-3	-7[fluorescence artefact?]	0.9	98	5	0	1	1
O=C(NCCC1=CCCCC1)c1ccc2c(=O)n3c(nc2c1)CCCCC3	nt	-3	-7	1.5	117	-6	2	4	1.7
O=C(NC1CC2CCCC(C1)N2S(=O)(=O)c1ccccc1)c1ccco1 (stereo unspecified)	-4	nt	0	0.8	95[fluorescence artefact?]	-2	-2	nt	1.1
COc1ccc(/C=N/n2c(C)nnc2C)c(OC)c1	1	nt	-18	1.4	97	-27	7	nt	1
Cc1ccc(CNC(=O)c2ccc(N3CCCC3=O)cc2)cc1	1	-17	-4[fluorescence artefact?]	1	122	0[fluorescence artefact?]	-3	-1	1.2
CCn1c(=O)cc(OCC(=O)NC2CCCCC2)c2ccccc21	-1	14	7	1.3	82	12	-2	-2	1.2
Cc1cc(C(=O)Nc2nnc(C3CCCCC3)s2)cs1	nt	8	-4	1	111	3	-3	4	1.3

Other results
smiles	FAK inh	Mac1 fbg inh	ERb SRC1 inh	PLAP activator	ERa SRC1 pot	ERa coact inh	Ecoli WT expand	Mac1 fbg enh	MT1-MMP txn act
CC(OC(=O)c1nn(C)c(=O)c2ccccc12)C(=O)NCc1ccc2c(c1)OCO2 (stereo unspecified)	5	-5	-1[fluorescence artefact?]	1.1	121	-4	-6	-3	1.3
O=C(CP(=O)(c1ccccc1)c1ccccc1)N1CCCCC1	2	42	4[fluorescence artefact?]	1	91	2	2	0	1.2
Cc1ccc(-c2noc(CN(C(=O)CCN3C(=O)c4ccccc4C3=O)C(C)C)n2)cc1	4	-20	-14[fluorescence artefact?]	1.5	113	-10	3	10	1.1
COc1cc2cc(CN(C(=O)NC3CCCCC3)C3CCCC3)c(=O)[nH]c2cc1OC	7	6	-6	1.4	152	5	-5	4	1
COC(=O)[C@@H](NC(=O)Nc1ccccc1F)C(C)C	2	10	-7	1	129	-4	-5	0	1.1
CCSc1nc2c(c(=O)[nH]1)C(c1ccncc1)C(C(=O)OC)=C(C)N2 (stereo unspecified)	8	-9	-11	0.9	89	-6	-2	7	1.1
CSc1nc(C)c2c(n1)N(c1ccc(C(C)C)cc1)CC2	13	8	nt	1	nt	nt	6	0	nt
C/C=C(\C)CN1CCN(c2ccc(C)cc2)CC1	-1	-9	-5	0.8	111	-10	8	-2	1.3
OC(CN1CCCCC1)CN1CCCCC1	-8	nt	-17	0.9	108	-11	-1	nt	1
O=C(CCCN=C1NS(=O)(=O)c2ccccc21)OCC(=O)N1CCc2ccccc21	7	-8	9[fluorescence artefact?]	0.9	104	4	1	0	1.1

Laid out differently: results already given
Second line of a record – FAK inh | Mac1 fbg inh | ERb SRC1 inh | PLAP activator | ERa SRC1 pot | ERa coact inh | Ecoli WT expand | Mac1 fbg enh | MT1-MMP txn act
CCC(CC)C(=O)Nc1ccc(C)c(O)c1
  0 | 3 | nt | 1 | nt | nt | 6 | -3 | nt
COc1ccc(/C=N/n2c(C)nnc2C)c(OC)c1
  1 | nt | -18 | 1.4 | 97 | -27 | 7 | nt | 1

Next part
smiles	FAK inh	Mac1 fbg inh	ERb SRC1 inh	PLAP activator	ERa SRC1 pot	ERa coact inh	Ecoli WT expand	Mac1 fbg enh	MT1-MMP txn act
Cc1ccc(S(=O)(=O)N(CC(=O)NC2CCCCCC2)c2ccccc2F)cc1	1	-13	-7	1	105	-4	-10	3	1.1
Cc1ccc2nc(N3CCC(C(=O)O)CC3)nc(-c3ccccc3)c2c1	0	-6	2[fluorescence artefact?]	1.6	99	11[fluorescence artefact?]	-2	-1	0.9
COc1cc(OC)cc(C(=O)N2CCN(C(=O)c3cccc(F)c3)CC2)c1	-3	-4	4	1.2	112	-6	-11	-4	1.1
COC(=O)CN(c1ccc(OC)c(OC)c1)S(C)(=O)=O	1	0	-20	1	106	-12	1	1	1.2
O=C(Cc1ccccc1)Nc1ccc(N2CCN(Cc3ccccc3F)CC2)cc1	0	-19	0	0.8	97	-2	-10	1	nt
Cc1ccc2cc(-c3noc(C4CCCO4)n3)c(=O)[nH]c2c1 (stereo unspecified)	3	-6	4	1.2	104	0	3	3	1.3
O=C(NC1CCCC1)C(c1ccco1)N(Cc1ccccc1)C(=O)c1csnn1 (stereo unspecified)	-3	-31	1	0.8	103	-1	7	2	1
CCOC(=O)C1=C(N)Oc2ccc3ccccc3c2C1c1cccnc1 (stereo unspecified)	2	nt	-16	nt	94	-24	nt	nt	1
Cc1cc(NC(=O)c2ccccc2Cl)c(C(C)C)cc1O	-5	0	nt	1	nt	nt	10	9	nt
COCCCNC(=O)c1ccc(CS(=O)(=O)c2ccc(Br)cc2)o1	-4	0	28	0.9	77[fluorescence artefact?]	18	2	-1	1
Cc1ccc2cc(/C=N/NC(=O)CN3CCOCC3)c(Cl)nc2c1	-2	5	nt	0.9	nt	nt	-3	1	nt
Cc1cccc(N2CCN(C(=O)c3ccncc3)CC2C)c1 (stereo unspecified)	-2	-11	3[fluorescence artefact?]	1.1	117	-1	-3	-6	1.2
Cc1ccc(N(C(=O)CNC(=O)c2ccco2)C(C(=O)NCC2CCCO2)c2ccccc2)cc1 (stereo unspecified)	nt	-8	1[fluorescence artefact?]	1.6	119	1	-9	-2	1.1
CCCn1c(O)c(CN2CCCC(C)C2)c(C)c(C#N)c1=O (stereo unspecified)	0	9	-6	1.1	125	-119[fluorescence artefact?]	1	8	1
CN(C)CCCCNCCCNC(=O)/C=N\O	-1	-11	0	1	98	-5	0	1	1.4
COCCCNC(=O)c1ccc2c(c1)OCO2	6	-6	0	1	124	-4	-10	1	1.2
Cc1cccc(N(Cc2cc3ccccc3[nH]c2=O)C(=O)c2ccco2)c1C	nt	19	-4	1.4	98[fluorescence artefact?]	3	nt	-2	1.1
